From PubChem BioAssay
15-hLO-2 inh: 15-hLO-2 (ALOX15B) enzyme inhibition; hit rate 0.56% among 110,000; Potency, µM (doses to about 57.1 µM), for the others: at the highest dose activity change, negative = inhibition, most hits filed as inhibitors; O15296; purified 15hLO-2, xylenol orange hydroperoxide absorbance; further: potency means the concentration at half of the fitted maximal effect; nearly all actives have a fitted effect of over 60% in size; many of its hits are not listed in these tables
Target sequence (O15296 whole entry, looked up): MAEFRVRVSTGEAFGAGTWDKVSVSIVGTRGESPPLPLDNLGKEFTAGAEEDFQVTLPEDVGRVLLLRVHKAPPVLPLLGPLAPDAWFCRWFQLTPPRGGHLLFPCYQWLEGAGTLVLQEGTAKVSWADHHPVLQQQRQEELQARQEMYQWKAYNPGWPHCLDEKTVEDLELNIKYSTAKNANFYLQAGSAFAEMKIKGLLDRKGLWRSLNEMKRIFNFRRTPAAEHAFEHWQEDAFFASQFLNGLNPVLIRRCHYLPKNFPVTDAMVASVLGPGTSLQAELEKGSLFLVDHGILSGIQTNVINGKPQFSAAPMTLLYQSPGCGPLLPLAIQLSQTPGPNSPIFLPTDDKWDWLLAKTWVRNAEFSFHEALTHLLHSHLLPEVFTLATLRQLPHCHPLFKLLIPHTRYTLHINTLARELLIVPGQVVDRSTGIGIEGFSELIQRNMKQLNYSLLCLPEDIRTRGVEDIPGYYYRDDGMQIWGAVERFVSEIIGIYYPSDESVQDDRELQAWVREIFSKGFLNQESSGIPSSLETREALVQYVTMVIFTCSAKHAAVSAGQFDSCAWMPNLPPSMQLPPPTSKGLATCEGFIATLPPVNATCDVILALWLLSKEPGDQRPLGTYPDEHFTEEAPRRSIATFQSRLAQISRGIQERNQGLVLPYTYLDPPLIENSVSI
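Purified human 15hLO-2 (50 nM) preincubated 15 min with compound, then 45 uM arachidonic acid for 90 min at RT in 25 mM Hepes pH 7.5, 0.01% Triton X-100. Hydroperoxide detected by Fe-xylenol orange; 573/405 nm absorbance ratio.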
PNC assembly inh: blocks assembly of the perinucleolar compartment; AID 2417; hit rate 3.1% among 140,000; activity change (PNC), negative = inhibition, % at 10 µM; PC3M PTB-GFP, PNC prevalence imaging, 16 h; stronger effect = lower value;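 active means readout at or below -70, meaning at least 70% loss of cells showing the perinucleolar compartment, a nuclear body marking cancer cells; inconclusive means readout between -30 and a set limit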;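 further: plate controls were DMSO wells for no effect and camptothecin positive control wells for full effect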
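Compounds are pinned in duplicate onto adhered PC3M cells stably expressing GFP-tagged PTB and incubated 16 h at 37 C. Cells are then fixed, nuclei stained with Hoechst, and PNC-positive cells counted.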
12-hLO inh: inhibitors of human 12-lipoxygenase (ALOX12); Potency, µM (series often up to 57.1 µM), for inactives: top-dose activity change, negative = inhibition, actives largely listed as inhibitors; AID 1452; P18054; purified 12-hLO, xylenol orange hydroperoxide absorbance; hit rate 0.12% among 150,000; further: potency means the concentration at half of the fitted maximal effect; nearly all actives have a fitted effect of over 55% in size; many of its hits are not listed in these tables
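Xylenol orange chromogenic assay: hydroperoxide from 12hLO oxidises Fe(II), giving red-shifted Fe(III)-XO absorbance. Conditions: 150 nM enzyme, 40 uM arachidonic acid, 25 mM Hepes pH 7.0, 0.01% Triton X-100, 30 min, room temperature.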
IMPase inh: membrane-permeable compound that blocks inositol monophosphatase | P97697 | CHO-M1 cells, IP1 accumulation, HTRF TR-FRET ratio | inhibition (IP1 accumulation), % at 46.1 µM | 120,000 tested, under 10 active | AID 901; active means well fitted curve in the direction sought with a large enough effect in the signal ratio, not every such curve was filed as active; inconclusive means small, poorly fitted or top-dose-only effect, or a change in a side signal; inactive means no such curve, though single readings can be large or run the other way; the % refers to the signal ratio;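 further: cells stimulated with carbachol in lithium chloride buffer; plate controls were DMSO basal wells for no effect and reference inhibitor wells for full effect; higher means more IMPase inhibition seen as more IP1 and lower FRET ratio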
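Elevated IP1 in lysates lowers TR-FRET signal (665/620 ratio and 620 channel reported). Cells were CHO-M1, given carbachol (50 uM as added) plus 50mM LiCl, pH 7.4, 30 min, 37C; compounds titrated up to 46 uM; AC50 by Hill equation.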
* marks the source's active call; other numbers are inactive results; ? = inconclusive; nt = not tested or not shown; [ ] = remark or other dose. Unless noted, the call rests on the fitted dose curve; in most records, active means well fitted curve in the direction sought with a large enough effect; inconclusive means small, poorly fitted or top-dose-only effect, or another doubt; inactive means no such curve, though single readings can be large; an effect the other way counts as inactive or inconclusive. Unless noted, on the % scale 0 is the no-effect control and ±100 the full control effect.

Short forms: A = 15-hLO-2 inh; B = PNC assembly inh; C = 12-hLO inh; D = IMPase inh
CCn1c(SCC(=O)N2CCc3ccccc32)nc2c(c1=O)SC(C)C2 (stereo unspecified)
  A: -5% | B: ? | C: 0% | D: -7
COc1ccc(NC(=O)CSc2nnnn2-c2ccc(OC)cc2)cc1
  A: -4% | B: 19 | C: -4% | D: 1
CCN1C(=O)c2cccc3c(S(=O)(=O)Nc4c(C)n(C)n(-c5ccccc5)c4=O)ccc1c23
  A: 1%[2.29 µM] | B: ? | C: 1% | D: -5
O=C(c1nn2c(C(F)(F)F)cc(-c3ccccc3)nc2c1Cl)N1CCOCC1
  A: -6% | B: ? | C: -5% | D: 8
CC1CCC(C(C)C)C(OC(=O)CSc2nc(N)cc(=O)[nH]2)C1 (stereo unspecified)
  A: 7% | B: 60 | C: 3% | D: -19
Cc1cc(C)nc(N2CCN(c3nc(C)cc(C)n3)CC2)n1
  A: -7% | B: 1 | C: 1% | D: 4
O=C(CCSc1nc(-c2ccco2)cc(C(F)(F)F)n1)N1CCCc2ccccc21
  A: -12% | B: ? | C: -13% | D: 5
C=CCNC(=S)NCCCCC1NC(=S)N(CC=C)C1=O (stereo unspecified)
  A: nt | B: 22 | C: -2% | D: -1
CCN(CC)S(=O)(=O)c1ccc(Cl)c(NC(=O)COc2ccc3c(C)cc(=O)oc3c2)c1
  A: nt | B: -17 | C: 1% | D: nt
Oc1ccc(Nc2ncnc3scc(-c4ccccc4)c23)cc1
  A: nt | B: 39 | C: 0% | D: nt
CCN(CCO)C(=O)C(c1ccccc1)c1ccccc1
  A: -3% | B: 4 | C: -1% | D: 4
COC(=O)[C@H](CC(C)C)NC(=O)Nc1ccc2c(c1)OCCO2
  A: -3% | B: 0 | C: -8% | D: -8
CCCCNC(=O)c1onc(CSc2ccccc2F)c1C(=O)O
  A: -9% | B: 16 | C: -5% | D: -2
CCCCCNC(=O)C1CC=CCC1C(=O)O (stereo unspecified)
  A: nt | B: ? | C: -16% | D: -1
Cc1cc(C(=O)CN2CCC(C)CC2)c(C)n1-c1ccc(F)cc1
  A: nt | B: -21 | C: 2% | D: 5
O=C(Nc1ccc2c(c1)oc1ccccc12)N1CCOCC1
  A: 1% | B: ? | C: 9% | D: 3
Nc1ccc(C(=O)c2ccccc2C(=O)O)cc1Cl
  A: 4% | B: -107* | C: -3% | D: -5
CCC(=O)Nc1ccc(Cl)c(NC(=O)c2ccc(Br)o2)c1
  A: 0% | B: 17 | C: -2% | D: 1
O=C(CN1C(=O)C2CC=C(Cl)CC2C1=O)N1CCOCC1 (stereo unspecified)
  A: nt | B: 0 | C: 7% | D: 0
CCOC(=O)/C=C1\NC(C)(C)Cc2cc(OC)c(O)cc21
  A: -2% | B: ? | C: -2% | D: 4
Cc1ccc(-n2c(SCC(=O)NCc3ccco3)nc3nc4c(cc3c2=O)COC(C)(C)C4)cc1
  A: -10% | B: 10 | C: -10% | D: 10
Cc1ccccc1OCc1nc(-c2ccc(NC(=O)c3cccs3)cc2)no1
  A: nt | B: 29 | C: 1% | D: nt
Cn1c2ccccc2n2c(=O)c(Cl)c(-c3ccccc3)c(C#N)c12
  A: nt | B: -12 | C: -1% | D: nt
O=S(=O)(Nc1ccccn1)c1ccc(Cl)cc1
  A: -5% | B: 7 | C: -2% | D: 2
CCn1cc(C(=O)NCC2CCCO2)c(=O)c2cc(S(=O)(=O)N3CCCCCC3)ccc21 (stereo unspecified)
  A: 8% | B: -8 | C: -3% | D: 8

One compound at a time, from the list above.
Listed for `Nc1ccc(C(=O)c2ccccc2C(=O)O)cc1Cl` → 15-hLO-2 inh = 4%; PNC assembly inh = -107*; 12-hLO inh = -3%; IMPase inh = -5
Listed for `COC(=O)[C@H](CC(C)C)NC(=O)Nc1ccc2c(c1)OCCO2` → 15-hLO-2 inh = -3%; PNC assembly inh = 0; 12-hLO inh = -8%; IMPase inh = -8
Listed for `CCC(=O)Nc1ccc(Cl)c(NC(=O)c2ccc(Br)o2)c1` → 15-hLO-2 inh = 0%; PNC assembly inh = 17; 12-hLO inh = -2%; IMPase inh = 1

Additional compounds.
Short forms: A = 15-hLO-2 inh; B = PNC assembly inh; C = 12-hLO inh; D = IMPase inh
Cc1oc(-c2ccc3c(c2)OCCO3)cc1C(=O)NC(CCC(=O)O)C(=O)O (stereo unspecified)
  A: 23% | B: -19 | C: -5% | D: -6
O=C(COC(=O)c1ccc(S(=O)(=O)N2CCOCC2)cc1)NC1CCCC1
  A: 10% | B: 29 | C: -8% | D: -6
COc1cccc(C(=O)Nc2cccc(C(=O)NC3=NN(c4c(Cl)cc(Cl)cc4Cl)C(=O)C3)c2)c1
  A: nt | B: 38 | C: -2% | D: 17
CCCc1ccc(Oc2cn[nH]c2-c2ccc(O)c(C)c2O)cc1
  A: -3% | B: 0 | C: -24% | D: 9
COc1ccc(C(=O)Nc2ccc3c(c2)Cc2ccccc2-3)cc1
  A: -7% | B: ? | C: 3% | D: -10
COc1cc(NC(=O)C2C3C=CC(C3)C2C(=O)O)c(OC)cc1Cl (stereo unspecified)
  A: -1% | B: -28 | C: 0% | D: 1
CCCOc1ccc(OCCCCNC(C)CC)cc1 (stereo unspecified)
  A: 4% | B: 33 | C: -16% | D: 11
CCOC(=O)c1cc(-c2ccccc2)n(CCC(=O)N2CCN(c3ccc(OC)cc3)CC2)c1C
  A: nt | B: 2 | C: 0% | D: nt
CCCCN(C)C(=O)C1CCN(Cc2ccccn2)CC1
  A: -6% | B: -84* | C: 3% | D: -4
Cn1c(=O)[nH]c(=O)c2c1nc(OC(=O)c1ccccc1)n2CC(O)COc1ccccc1 (stereo unspecified)
  A: 0% | B: ? | C: -5% | D: -1
COc1cccc(NC(=O)NC2(C(F)(F)F)Oc3ccccc3O2)c1
  A: nt | B: ? | C: -11% | D: -2
O=C(CN1CCN(Cc2ccccc2)CC1)NCC1COc2ccccc2O1 (stereo unspecified)
  A: nt | B: 7 | C: 0% | D: -1
O=C1/C(=C\c2ccc(Br)o2)Cc2ccccc21
  A: nt | B: -22 | C: 0% | D: nt
Cc1ccc2cc(CN(Cc3cccs3)Cc3nnnn3C(C)(C)C)c3nnnn3c2c1
  A: -5% | B: -10 | C: -5% | D: 1
Cc1nnc2sc(-c3cccc(NC(=O)c4cccnc4)c3)nn12
  A: 12% | B: 9 | C: 0% | D: 14
CCCCC(=O)Nc1ccc(C(=O)N2CCCC(C(=O)OCC)C2)cc1 (stereo unspecified)
  A: 2% | B: 31 | C: 5% | D: -6
Cc1n[nH]c(=O)nc1NCCc1ccccc1
  A: -2% | B: 16 | C: 7% | D: -4
COc1cc(NS(=O)(=O)c2ccc(NC(=O)c3ccc(C)o3)cc2)nc(OC)n1
  A: 1% | B: -19 | C: 5% | D: 9

In the list so far, these have bromine.
Short forms: A = 15-hLO-2 inh; B = PNC assembly inh; C = 12-hLO inh; D = IMPase inh
CCC(=O)Nc1ccc(Cl)c(NC(=O)c2ccc(Br)o2)c1
  A: 0% | B: 17 | C: -2% | D: 1
O=C1/C(=C\c2ccc(Br)o2)Cc2ccccc21
  A: nt | B: -22 | C: 0% | D: nt

Results in PNC assembly inh, 12-hLO inh and IMPase inh, for 7 of the compounds above:
Structure	PNC assembly inh	12-hLO inh	IMPase inh
O=C(Nc1ccc2c(c1)oc1ccccc12)N1CCOCC1	?	9%	3
Nc1ccc(C(=O)c2ccccc2C(=O)O)cc1Cl	-107*	-3%	-5
CCC(=O)Nc1ccc(Cl)c(NC(=O)c2ccc(Br)o2)c1	17	-2%	1
O=C(CN1C(=O)C2CC=C(Cl)CC2C1=O)N1CCOCC1 (stereo unspecified)	0	7%	0
CCOC(=O)/C=C1\NC(C)(C)Cc2cc(OC)c(O)cc21	?	-2%	4
Cc1ccc(-n2c(SCC(=O)NCc3ccco3)nc3nc4c(cc3c2=O)COC(C)(C)C4)cc1	10	-10%	10
Cc1ccccc1OCc1nc(-c2ccc(NC(=O)c3cccs3)cc2)no1	29	1%	nt
